Eya2 inh: Eya2 (human) phosphatase inhibition | recombinant Eya2, OMFP fluorescence dephosphorylation (OMFP is methylfluorescein phosphate) | Potency, µM (highest dose often 76.9 µM), for inactives: at the top dose activity, negative = inhibition, actives largely listed as inhibitors | 330,000 compounds, 0.006% hits; also: potency is read from the fitted curve at half-maximal effect; % is scaled to controls: 0 for no effect and ±100 for the full control effect
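Eya2 protein (added as 0.2 uM solution) was preincubated with compound for 10 min at ambient temperature in 50 mM HEPES pH 7.5, 50 mM NaCl, 5 uM MgCl2, 0.05% BSA, 1 mM DTT. OMFP (added at 50 uM) then reacted 10 min; fluorescence read at 485/525 nm.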
BRCA1 expr up: BRCA1 expression activation; MCF7-BRCA1-FFLuc reporter, luminescence, 48 h; response scale: scaled: vehicle 0%, 10 µM genistein 100%; Potency, µM (highest dose often 46.1 µM), inactives show top-dose activation, usual class: activators; 380,000 compounds, 1.1% hits; also: potency is read from the fitted curve at half-maximal effect; nearly all actives have a fitted effect of over 80% in size; some results filed as inactive show a strong effect at the top dose
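First, MCF7-BRCA1-FFLuc cells (2000/well) attach for 2 h; next, compounds are pin-added and incubated 48 h at 37 °C; finally, luciferase reagent is added and luminescence read after 15 min.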
TRPV1 agonist: agonists of human vanilloid receptor 1 (TRPV1). TRPV1-expressing cells, Fluo-8 calcium influx, agonist mode. activation, % at 8.33 µM. 320,000 compounds, 0.19% hits; in the data active = activation above about 80%; inconclusive = between about 30% and that limit; also: 0% is about no effect
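Cells expressing TRPV1 were dye-loaded with Fluo-8 and read kinetically: 10 s baseline, 3 min after compound (agonist portion), then 2 min after EC20 capsaicin (allosteric enhancer portion). Calcium-bound dye fluorescence at 480/520 nm.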
B2AR arrestin: recruits beta-arrestin to the human beta2-adrenergic receptor | P07550 | beta-arrestin recruitment to beta2AR, cell-based reporter | Potency, µM (series often up to 46.1 µM), for inactives: at the top dose activation, actives largely listed as activators | 330,000 compounds, 0.02% hits | AID 492947;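 also: potency is read from the fitted curve at half-maximal effect; 0% = DMSO controls and full agonism = EC100 isoproterenol or metaproterenol; nearly all actives have a fitted effect of over 65% in size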
Target sequence (P07550 whole entry, looked up): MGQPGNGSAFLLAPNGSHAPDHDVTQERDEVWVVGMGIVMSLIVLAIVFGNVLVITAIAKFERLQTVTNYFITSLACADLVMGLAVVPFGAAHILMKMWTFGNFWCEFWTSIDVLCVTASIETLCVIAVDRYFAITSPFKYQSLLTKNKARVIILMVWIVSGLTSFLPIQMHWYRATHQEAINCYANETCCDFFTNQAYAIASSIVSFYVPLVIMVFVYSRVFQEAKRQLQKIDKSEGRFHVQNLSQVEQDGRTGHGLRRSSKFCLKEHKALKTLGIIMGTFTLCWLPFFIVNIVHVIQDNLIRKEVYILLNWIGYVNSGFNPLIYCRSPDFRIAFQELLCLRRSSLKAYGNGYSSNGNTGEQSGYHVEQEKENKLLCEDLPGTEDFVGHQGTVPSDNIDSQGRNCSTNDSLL
uPA surface inh: blocks generation of uPA at the cell surface; 330,000 compounds, 0.31% hits; cell surface uPA generation assay, qHTS; Potency, µM (highest dose often 38.3 µM), without a hit: top-dose activity change, negative = inhibition, usual class: inhibitors; active = well fitted inhibition curve with a large enough effect; inconclusive = small, poorly fitted or top-dose-only effect; inactive = no such curve, though single readings can be large or run the other way; tested in mouse RAW 264.7 cells; also: potency is read from the fitted curve at half-maximal effect; % is scaled to controls: 0 for no effect and ±100 for the full control effect; nearly all actives have a fitted effect of over 55% in size
a7 integrin act: activators of alpha7 integrin expression for muscular dystrophy | AID 624291 | 350,000 compounds, 0.064% hits | alpha7betagal myoblasts, beta-gal FDG fluorescence, 48 h | Potency, µM (highest dose often 38.3 µM), inactives show top-dose activation, hits mostly activators;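 also: potency is read from the fitted curve at half-maximal effect; 100% = response of the positive control SU9516; nearly all actives have a fitted effect of over 60% in size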
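Alpha7betagal+/- myoblasts (passage 13) were plated 16-24 hr, then exposed to compounds (1:260 dilution of DMSO stock) for 48 hours at 37C. After MPER lysis, β-galactosidase reporter activity was read as FDG fluorescence (ex 480/em 540) after 30 minutes.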
USP2a inh: blocks human ubiquitin-specific protease USP2a | O75604 | USP2 core, Ub-CHOP2 coupled fluorogenic reporter, 485/531 | Potency, µM (series often up to 38.3 µM), for inactives: top-dose activity change, negative = inhibition, hits mostly inhibitors | 330,000 compounds, 0.01% hits | AID 463254;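 also: potency is read from the fitted curve at half-maximal effect; plate controls were DMSO wells for no effect and full inhibition by NEM control for full effect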
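USP2 core (10nM final) preincubated 30min RT with compound in 20mM Tris-HCl pH 8.0, 2mM CaCl2, 2mM beta-mercaptoethanol, 0.05% CHAPS; 25nM Ub-CHOP2 plus 25nM reporter substrate added, fluorescence (Ex485/Em531) read after 60min.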
ASM inhibitor: inhibitors of human secretory acid sphingomyelinase. P17405. placental ASM, HMU-PC fluorogenic substrate, 60 min. Potency, µM (top dose mostly 57.5 µM), without a hit: at the top dose activity change, negative = inhibition, most hits filed as inhibitors. 340,000 compounds, 0.006% hits. AID 504937; also: potency is read from the fitted curve at half-maximal effect
Target sequence (P17405 47-631 limits assumed): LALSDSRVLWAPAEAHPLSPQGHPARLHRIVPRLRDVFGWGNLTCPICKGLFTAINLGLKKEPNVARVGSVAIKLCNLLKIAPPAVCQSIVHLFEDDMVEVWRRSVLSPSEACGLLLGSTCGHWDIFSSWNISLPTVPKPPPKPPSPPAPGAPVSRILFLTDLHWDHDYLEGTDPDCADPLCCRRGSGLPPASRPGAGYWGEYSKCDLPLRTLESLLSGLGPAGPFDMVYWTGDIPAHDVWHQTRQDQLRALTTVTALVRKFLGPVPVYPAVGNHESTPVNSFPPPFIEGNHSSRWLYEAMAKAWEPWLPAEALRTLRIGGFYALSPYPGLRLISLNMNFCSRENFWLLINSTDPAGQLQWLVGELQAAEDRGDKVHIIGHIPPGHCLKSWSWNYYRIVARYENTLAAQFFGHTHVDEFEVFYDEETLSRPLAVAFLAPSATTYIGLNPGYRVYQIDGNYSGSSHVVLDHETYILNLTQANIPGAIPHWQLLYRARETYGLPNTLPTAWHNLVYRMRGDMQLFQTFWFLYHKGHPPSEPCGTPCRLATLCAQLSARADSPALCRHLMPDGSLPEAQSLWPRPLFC
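HMU-PC0 cleavage (9 uM final) by human placental ASM, 60 min at 37 °C following 10 min compound exposure at RT; stopped at pH 10, fluorescence Ex 386/Em 447 nm.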
p53 reactivation: restores transcriptional activity of mutant p53. Potency, µM (doses to about 92.2 µM), without a hit: top-dose activity change, positive = activation, actives largely listed as activators. H1299 p53-A138V BP100-luciferase reporter, luminescence, 24 h. 320,000 compounds, 0.063% hits. AID 504706; also: potency is read from the fitted curve at half-maximal effect; % of control where 0% means no effect; nearly all actives have a fitted effect of over 45% in size
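p53-null H1299 cells stably carrying temperature-sensitive p53-A138V and a BP100-luciferase reporter were pinned with compounds (4-point, 1:5 series) and held 24 hrs at 37 deg C. Luminescence was read 10 min after detection reagent.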
ELG1 genotoxic: inducers of genotoxicity in HEK293T ELG1-luciferase cells. Potency, µM (titrated, usually from 46 µM), without a hit: top-dose activity change, positive = activation, usual class: activators. AID 504466. HEK293T ELG1-luciferase reporter, luminescence, 16 h. 330,000 compounds, 1.3% hits; also: potency is read from the fitted curve at half-maximal effect; % of control where 0% means no effect; nearly all actives have a fitted effect of over 60% in size
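HEK293T cells expressing luciferase-tagged ELG1 were treated with compound or DMSO for 16 hr at 37°C. Luciferase activity was then read after 30 min with ONE-Glo at room temperature; rising signal flags genetic stress.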
TSG101-PTAP inh: blocks PTAP/TSG101 interaction to inhibit HIV-1 budding. Fluorescence polarization, FITC-PTAP peptide / Tsg101 binding. 340,000 tested, under 10 active. Potency, µM (titrated, usually from 115 µM), without a hit: top-dose activity change, negative = inhibition, hits mostly inhibitors. Q99816. AID 493005; active = well fitted inhibition curve with a large enough effect in the main read-out, with a control signal flat, not every such curve was filed as active; inconclusive = small, poorly fitted or top-dose-only effect, or effect the other way, or a change in a side signal; inactive = no such curve, though single readings can be large or run the other way; also: potency is read from the fitted curve at half-maximal effect; % of control where 0% means no effect
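Tsg101 binding domain (10 uM final) was mixed with compound and a FITC-labeled PTAP peptide (50 nM final) in HEPES pH 7.5 buffer with NaCl, Tween 20, EDTA and TCEP; fluorescence polarization was read after 20 min at r.t.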
* hit, by the source's call; i = inactive; ? = inconclusive; . = no result given; [ ] = remark or other dose. Unless noted, calls follow the shape of the dose curve; as a rule, active = well fitted curve in the direction sought with a large enough effect; inconclusive = small, poorly fitted or top-dose-only effect, or another doubt; inactive = no such curve, though single readings can be large; an effect the other way counts as inactive or inconclusive.

SMILES	Eya2 inh	BRCA1 expr up	TRPV1 agonist	B2AR arrestin	uPA surface inh	a7 integrin act	USP2a inh	ASM inhibitor	p53 reactivation	ELG1 genotoxic	TSG101-PTAP inh
O=C(CSc1nnc(CNc2ccc(F)cc2)o1)OC1CCCCC1	4.2%	2.2%	14.3	-0.6%	2.7%	-12.0%	3.3%	-1.3%	-7.0%	-1.3%	-1.8%
CC(C)Cn1c(-c2cccs2)nc2nc3ccccc3nc21	-3.8%	-29.2%	?	0.0%	3.2%	-24.7%	3.6%	i	-2.9%	-8.1%	-2.6%
Cc1[nH]c(-c2ccc(F)cc2)cc1C(=O)N1CCN(c2ccccc2F)CC1	-21.0%	-7.0%	15.8	-0.1%	12.7%	19.9%	-12.0%	-8.4%	-0.7%	-2.2%	-0.4%
CCCOc1cccc(C2C(C(=O)c3cc4ccccc4o3)=C(O)C(=O)N2c2cc(C)on2)c1 (centres undefined)	12.7%	-30.1%	2.2	0.0%	6.5%	27.3%	-2.2%	14.6%	9.9%	-1.4%	-7.3%
O=S(=O)(CCc1ccncc1)Cc1ccc2c3c(cccc13)CC2	1.5%	-3.4%	?	-0.6%	-5.0%	-9.6%	-1.5%	4.4%	-1.9%	-2.5%	-3.1%
CCOc1ccc(NC(=O)[C@@H]2CCCN2C(=O)c2cccs2)cc1S(=O)(=O)N1CCCCC1	-13.2%	-7.9%	-0.2	-1.0%	0.1%	19.9%	3.3%	5.2%	-12.6%	2.9%	-2.3%
CC1=C(C(=O)Nc2ccc(F)cc2)C(c2ccncc2)C2=C(CCCC2=O)N1 (centres undefined)	3.7%	-19.8%	-4.0	-0.4%	1.3%	11.0%	3.4%	219.3%[activator]	-6.3%	-0.4%	-4.3%
CC(=O)c1cccc(NC(=O)N2CCCC2C(=O)NCc2ccc(C)cc2)c1 (centres undefined)	12.5%	3.0%	6.1	0.0%	-0.3%	18.7%	0.3%	1.1%	19.9%	-0.6%	-4.6%
O=C(NCC(c1ccco1)N1CCc2ccccc21)c1c(F)cccc1F (centres undefined)	5.9%	-7.3%	10.4	0.0%	0.1%	-29.5%	0.1%	-1.4%	-2.6%	-6.2%	-5.8%
Cc1c(CC(=O)NCC(=O)NCC(=O)O)c(=O)oc2cc3c(cc12)CCC(C)(C)O3	-5.2%	25.0%	-6.6	-0.2%	-2.0%	28.7%	0.2%	45.9%[activator]	4.9%	-0.1%	-4.7%
COCCn1c(C)cc(C(=O)COC(=O)CNC(=O)c2ccccc2)c1C	-10.5%	-3.3%	-0.3	-0.3%	0.7%	16.1%	1.8%	1.6%	1.9%	10.8%	-1.8%
O=c1cc(N2CCc3ccccc3C2)[nH]c(=O)n1-c1ccc(Cl)cc1	2.1%	5.2%	-0.7	-0.5%	.	21.4%	-1.3%	-2.3%	-10.0%	14.2%	0.0%
CCc1nnc(NC(=O)CSc2nnc(-c3ccoc3C)n2-c2ccc(C)cc2)s1	-3.5%	-35.3%	-1.0	-0.2%	-7.0%	-1.4%	0.0%	-7.7%	-0.1%	-6.1%	-6.4%
COc1cccc2cc(C(=O)NCc3ccc(F)cc3)c(=N)oc12	-0.4%	-9.4%	4.3	-0.4%	-21.9%	22.5%	-0.4%	-0.8%	-0.1%	6.0%	-6.4%
CC(C)(C)NC(=O)CN(Cc1cccnc1)C(=O)c1csnn1	-2.9%	-0.1%[1.84 µM]	-2.4	0.5%	-0.8%	18.8%	3.1%	-0.9%	-0.7%	-2.5%	-3.8%
O=C(Cn1cccn1)c1ccccc1	-5.9%	4.1%	-0.8	-0.7%	2.5%	3.6%	8.2%	4.0%	-0.1%	8.3%	-2.3%
CCC(NS(=O)(=O)c1c(C)[nH]c(=O)[nH]c1=O)C12CC3CC(CC(C3)C1)C2 (centres undefined)	-21.5%	-0.3%	9.8	0.0%	-2.3%	16.9%	-0.3%	5.2%	-2.7%	-6.1%	-6.6%
O=C(CCCCl)NC1=NN(c2ccccc2)C(=O)C1	-5.3%	-30.8%	-4.0	-0.4%	4.1%	?	-0.1%	-3.3%	-6.9%	2.0%	-0.6%
COc1ccc(-c2c[n+]3c(n2-c2ccccc2)SCC3)cc1OC	-12.2%	-9.3%	5.2	0.1%	1.5%	0.0%	-1.1%	-1.0%	1.9%	-6.5%	-4.0%
CCc1ccc(CN(C)C(=O)CCc2nnc(COc3ccccc3)o2)cc1	-8.4%	?	8.7	0.3%	-11.0%	2.5%	-3.8%	-1.5%	2.9%	11.3%	-4.3%
Fc1ccc(Sc2ccccc2CNC2=NCCN2)cc1	3.3%	-46.0%	-1.0	-1.9%	-2.7%	-42.4%	2.1%	1.5%	-17.0%	-9.2%	-0.6%
CC(C)n1nc(C(=O)Oc2cccc(Cl)c2Cl)c2ccccc2c1=O	3.4%	-22.5%	-4.9	-0.9%	5.8%	-19.9%	1.8%	-11.8%	13.2%	-0.3%	0.1%
Cc1cc(CNC(=O)C2CCC(=O)N(Cc3cccc(C(F)(F)F)c3)C2)no1 (centres undefined)	-6.9%	-10.9%	0.2	-1.0%	-2.8%	12.5%	2.6%	0.7%	6.4%	2.1%	.
CCc1nc2ccc(C(=O)N(C)CC(=O)Nc3ccc(F)c(F)c3F)cc2nc1CC	24.8%	8.6%	5.2	-2.8%	6.1%	4.0%	2.3%	0.9%	-1.1%	-1.3%	2.5%
CC(=O)c1ccc(NC(=O)CSc2nnc(-c3ccoc3C)n2Cc2ccccc2)cc1	-16.3%	10.4%	-4.5	-0.2%	-4.0%	4.7%	1.8%	-2.3%	?	-3.5%	-0.4%
SMILES	Eya2 inh	BRCA1 expr up	TRPV1 agonist	B2AR arrestin	uPA surface inh	a7 integrin act	USP2a inh	ASM inhibitor	p53 reactivation	ELG1 genotoxic	TSG101-PTAP inh
Cc1cccn2c(=O)c3cc(S(=O)(=O)c4ccccc4)c(=N)n(Cc4ccco4)c3nc12	-2.9%	8.2%	-0.7	0.5%	-4.8%	44.5%	1.2%	157.7%[activator]	0.1%	0.4%	-3.1%
Cc1ccc(OCC(=O)N/N=C/c2cn(Cc3ccccc3)c3ccccc23)cc1	2.9%	-74.6%	1.0	-0.3%	-5.2%	-12.4%	4.5%	-5.7%	-10.5%	-0.8%	1.1%
Clc1cc(Br)ccc1OCCN1CCOCC1	3.1%	10.1%	-0.6	4.0%	0.3%	6.0%	0.2%	1.0%	1.4%	0.6%	-3.5%
O=C1/C(=C\c2ccc(-c3ccccc3Cl)o2)SC(=S)N1CC1CCCO1 (centres undefined)	-0.4%	5.8%	-5.4	0.5%	0.0%	-1.1%	3.5%	1.9%	1.0%	-3.1%	?
COc1ccc(C(=O)N/C(=C\c2cn(S(=O)(=O)N(C)C)c3ccccc23)C(=O)N2CCN(C)CC2)cc1	3.6%	-15.0%	-2.2	-0.2%	-0.6%	-19.2%	0.7%	-1.5%	-11.5%	-2.8%	-1.8%
CCc1nc(Nc2ccc3c(c2)OCO3)c2oc3ccccc3c2n1	1.4%	-46.1%	?	-0.3%	-7.8%	11.1%	0.0%	-5.4%	-2.5%	0.7%	-0.7%
Cc1cc(C(=O)Nc2ccccc2C(F)(F)F)no1	11.7%	0.7%	5.1	-0.2%	.	-16.4%	-0.5%	3.0%	2.4%	-0.9%	-4.5%
CC1(C(=O)OCC(=O)Nc2ccc(S(=O)(=O)N3CCOCC3)cc2)CC1(Cl)Cl (centres undefined)	-1.2%	-14.0%	.	1.5%	-4.6%	15.2%	-2.5%	1.5%	-2.5%	-3.1%	-7.0%
CN1CCSc2ccc(C(=O)Nc3cccc(F)c3)cc21	-13.9%	0.0%	?	0.3%	-0.4%	6.1%	2.3%	421.0%[activator]	?	2.06µM*	-4.7%
CCSc1sccc1C1C(C#N)=C(N)N(c2cccnc2)C2=C1C(=O)CC(C)(C)C2 (centres undefined)	-6.8%	-0.1%	7.9	-0.4%	7.7%	4.7%	0.2%	0.3%	-5.0%	1.4%	-4.4%
O=C1CC(c2ccc(Cl)cc2)n2nc(N3C(=O)c4ccccc4C3=O)nc2N1 (centres undefined)	-7.6%	8.8%	4.4	-0.4%	-3.8%	14.5%	0.3%	0.6%	-11.9%	1.7%	1.0%
CCCCc1nc2c(C)c(N)cnc2n1Cc1cccc([N+](=O)[O-])c1	0.9%	-11.2%	-1.2	-0.6%	2.2%	?	0.5%	3.4%	-0.3%	-0.7%	-1.1%
CCOC(=O)C1=C(COC(=O)c2sccc2C)NC(=O)NC1C (centres undefined)	8.0%	6.0%	7.1	0.0%	-11.8%	-5.0%	-4.1%	-2.3%	-6.6%	10.7%	-1.0%
O=C(OCC(=O)c1c[nH]c2ccccc12)c1ccc([N+](=O)[O-])s1	-1.5%	-28.7%	6.1	0.3%	-4.5%	-45.6%[inhibitor]	-0.7%	-11.1%	9.7%	1.5%	-3.4%
